Tau FP inhib = tau fibrillization inhibition (FP) | K18 P301L tau heparin fibrillization, Alexa594 FP, 6 h | actives 0.39% (n = 280,000) | Potency, µM (doses to about 57.7 µM), for the others: at the highest dose activity, negative = inhibition, actives largely listed as inhibitors | AID 1468; also: % is scaled to controls: 0 for no effect and ±100 for the full control effect; nearly all actives have a fitted effect of over 55% in size
Target sequence (P10636 561-689 P618L limits assumed): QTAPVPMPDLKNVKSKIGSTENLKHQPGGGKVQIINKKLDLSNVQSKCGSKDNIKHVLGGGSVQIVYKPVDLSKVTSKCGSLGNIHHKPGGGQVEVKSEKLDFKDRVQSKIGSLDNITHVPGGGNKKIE
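Recombinant K18 P301L […], labeled with Alexa 594 at 0.24 uM over 15 uM unlabeled; heparin inducer 20 uM final; 37 C, 6 hr; FP endpoint.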
Tau ThT inhib = tau fibrillization inhibition (ThT binding). P10636. recombinant tau K18 P301L, heparin-induced fibrillization, ThT fluorescence. Potency, µM (series often up to 57.4 µM), for the others: top-dose activity, negative = inhibition, hits mostly inhibitors. actives 2.1% (n = 270,000); also: % is scaled to controls: 0 for no effect and ±100 for the full control effect; nearly all actives have a fitted effect of over 55% in size
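Heparin-induced fibrillization of the P301L-mutant K18 repeat-domain fragment of human tau was followed by ThT binding in quantitative high-throughput format.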
Tau fluor counter = counter-screen for tau fibril formation inhibitors; tau K18 P301L (four-repeat tau fragment) Alexa594 fluorescence, heparin fibrillization; actives 0.93% (n = 280,000); Potency, µM (doses to about 57.7 µM), for the others: top-dose activity change, negative = decrease; also: % is scaled to controls: 0 for no effect and ±100 for the full control effect; nearly all actives have a fitted effect of over 55% in size
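Human K18 P301L tau (15 uM unlabeled plus 0.24 uM Alexa 594-labeled, final) in 100 mM sodium acetate pH 7 was mixed with compound and 20 uM heparin and incubated 6 hr at 37 C.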
RECQ1 helicase = blocks DNA unwinding by human RECQ1; P46063; RECQ1 DNA unwinding, red fluorescence kinetic read; Potency, µM (titrated, usually from 57.3 µM), for the others: top-dose activity, negative = inhibition, most hits filed as inhibitors; actives 0.54% (n = 240,000); AID 2549;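 also: plate controls were vehicle for no effect and no enzyme for full effect; nearly all actives have a fitted effect of over 30% in size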
Target sequence (P46063 whole entry, looked up): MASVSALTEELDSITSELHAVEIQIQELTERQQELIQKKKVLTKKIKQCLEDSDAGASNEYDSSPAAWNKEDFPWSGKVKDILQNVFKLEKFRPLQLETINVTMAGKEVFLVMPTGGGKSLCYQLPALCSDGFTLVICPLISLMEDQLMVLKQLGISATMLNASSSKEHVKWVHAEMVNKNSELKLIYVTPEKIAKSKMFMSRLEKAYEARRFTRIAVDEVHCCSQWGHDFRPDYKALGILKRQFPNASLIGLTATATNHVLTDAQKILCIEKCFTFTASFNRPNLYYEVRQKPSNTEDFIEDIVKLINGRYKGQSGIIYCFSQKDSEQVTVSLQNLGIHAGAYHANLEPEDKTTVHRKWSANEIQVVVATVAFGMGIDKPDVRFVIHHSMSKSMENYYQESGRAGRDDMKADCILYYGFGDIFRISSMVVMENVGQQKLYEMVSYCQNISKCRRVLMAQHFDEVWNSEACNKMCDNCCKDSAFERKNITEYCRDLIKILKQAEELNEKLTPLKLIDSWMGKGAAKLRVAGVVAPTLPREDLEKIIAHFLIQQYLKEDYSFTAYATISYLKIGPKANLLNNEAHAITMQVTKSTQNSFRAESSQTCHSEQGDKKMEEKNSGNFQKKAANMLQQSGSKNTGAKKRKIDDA
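50 nM RECQ1T1 preincubated 15 min with compound in Tris pH 8.0 buffer with MgCl2, DTT, Tween-20 and 2.5 ug/ml poly(dI-dC); started with 200 nM TAMRA/BHQ-2 forked duplex and 2 mM ATP. Unwinding read as fluorescence (525/598 nm), two reads 2 h apart.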
HTT ATP protect = protects HTT-Q103 PC12 cells, measured by ATP. actives 0.14% (n = 230,000). PC12 HTT-Q103 induced, cytoprotection, ATP luminescence, 40 h. AID 1471. Potency, µM (top dose mostly 56.4 µM), without a hit: cytoprotection (ATP increase), hits mostly activators;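 also: % of control where 0% means no effect; nearly all actives have a fitted effect of over 45% in size; toxic huntingtin expression switched on by the ecdysone agonist tebufenozide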
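Cells were plated at 1500 per well in phenol red-free DMEM with 5% equine and 5% calf serum. Tebufenozide (100 nM final) and compounds were added, then ATPlite reagent, and luminescence was read.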
TexasRed fluor = Texas Red fluorescence interference in TRb-SRC2 counter-screen; Potency, µM (titrated, usually from 106 µM), without a hit: at the highest dose fluorescence change, negative = quenching; AID 1479; TRb/SRC2 Texas Red total fluorescence interference; actives 0.29% (n = 280,000); active = well fitted curve in either direction with a large enough effect; inconclusive = small, poorly fitted or top-dose-only effect; also: % is scaled to controls: 0 for no effect and ±100 for the full control effect
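Flags fluorescent or light-absorbing compounds by total fluorescence, S + 2P, at 555 nm excitation and 632 nm emission. Mixture: 20 nM Texas Red SRC2 peptide, 0.6 uM human TRb LBD, 1 uM T3, 5% DMSO; compound exposure 5 h at ambient temperature.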
TRb-SRC2 inh = disrupts binding of human TR beta to SRC2. actives 0.065% (n = 280,000). Potency, µM (top dose mostly 106 µM), for inactives: at the highest dose activity change, negative = inhibition, actives largely listed as inhibitors. P10828. AID 1469. TRbeta-SRC2 peptide binding, fluorescence polarization; receptor liganded with 1 µM T3;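 also: plate controls were bound peptide for no effect and peptide without receptor for full effect; nearly all actives have a fitted effect of over 50% in size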
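Read-out is fluorescence polarization (555 nm excitation, 632 nm emission) of a Texas Red SRC2 coactivator peptide; loss of signal reflects blocked binding to human TRb ligand-binding domain in the presence of 1 uM T3.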
L3MBTL1 inh = inhibitors of human L3MBTL1 | Q9Y468 | AlphaScreen L3MBTL1–H3K9me1 peptide binding | Potency, µM (titrated, usually from 57.1 µM), for inactives: at the top dose activity, negative = inhibition, actives largely listed as inhibitors | actives 0.66% (n = 230,000); also: % is scaled to controls: 0 for no effect and ±100 for the full control effect; nearly all actives have a fitted effect of over 60% in size
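Displacement of a biotinylated histone H3(1-15) peptide monomethylated at Lys9 (75 nM) from L3MBTL1 (50 nM) was measured by AlphaScreen after a 30 min room-temperature compound incubation; cefsulodin titration served as intraplate control.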
* = called active by the depositor; i = inactive; ? = inconclusive; / = no result given; [ ] = another dose, or the depositor's remark. Unless noted, calls follow the shape of the dose curve; as a rule, active = well fitted curve in the direction sought with a large enough effect; inconclusive = small, poorly fitted or top-dose-only effect, or another doubt; inactive = no such curve, though single readings can be large; an effect the other way counts as inactive or inconclusive. Potency is read from the fitted curve at half-maximal effect. Not all compounds are listed; count on the stated rates, not on these rows.

Molecule | Tau FP inhib | RECQ1 helicase | Tau ThT inhib | TRb-SRC2 inh | L3MBTL1 inh | TexasRed fluor | HTT ATP protect | Tau fluor counter
Cc1nc(CSc2nsc(C)c2C#N)cs1 | 1% | -5% | 0% | -9% | 39%[activator] | 2% | 9% | -1%
COc1ccc(S(=O)(=O)N2CCC(c3nnc(-c4ccccc4C)o3)CC2)c(OC)c1 | -4% | / | ? | -4% | / | -2% | / | -23%
CCCCn1c(=O)c(CCC(=O)OCC(=O)NC(C)c2ccccc2)nc2ccccc21 (configuration not stated) | 14% | i | -10% | 6% | 0% | -4% | 9%[10 µM] | 1%
CC(C)c1nccn1S(=O)(=O)c1cc(Cl)ccc1Cl | 2% | i | 3% | -1% | 9% | -3% | 5%[1.9 µM] | 8%
CCN(CCO)c1nc(SC)nc2c1sc1nc(-c3ccco3)c3c(c12)CCC3 | ? | -5% | 25µM* | -3% | -24% | -7% | 19% | ?
COCCNC(=O)C(c1ccccc1)N(Cc1cccs1)C(=O)Cn1nnc2ccccc21 (configuration not stated) | -4% | -3% | -1% | -4% | 0% | 5% | -8% | 2%
Cc1cc(-c2nnc(-c3cccc(Cl)c3)o2)no1 | -1% | i | -8% | 5% | 6% | -1% | 4%[10 µM] | -9%
Cc1ccc2nc3nc4ccc[nH]c4cc3c2c1 | -1%[11.6 µM] | i[11.5 µM] | -7%[11.5 µM] | 0%[11.2 µM] | / | -3%[11.2 µM] | 11%[10 µM] | -8%[11.6 µM]
COc1ccc(C)cc1NC(=O)c1cc2cc3ccc(C)cc3nc2o1 | -1% | -3% | -7% | -3% | -1% | -3% | 12% | 6%
COc1ccccc1CN1CCC(CNS(=O)(=O)c2cc(-c3onc(C)c3C)ccc2OC)CC1 | -7% | / | -3% | 5% | / | 1% | / | -5%
Cc1ccc(-n2cccn2)c(CN2CCC(CO)(CCc3ccccc3)CC2)c1 | -2% | i | -4% | 8% | 6% | -1% | -52%[inhibitor] | 1%
CCn1c(=N)n(CC(O)COc2ccc(C)cc2)c2ccccc21 (configuration not stated) | 1% | -10% | -4% | 1% | -7% | -1% | 13%[10 µM] | -5%

Compounds from the list above containing a thiophene ring, fused or not, in the order listed:
Molecule | Tau FP inhib | RECQ1 helicase | Tau ThT inhib | TRb-SRC2 inh | L3MBTL1 inh | TexasRed fluor | HTT ATP protect | Tau fluor counter
CCN(CCO)c1nc(SC)nc2c1sc1nc(-c3ccco3)c3c(c12)CCC3 | ? | -5% | 25µM* | -3% | -24% | -7% | 19% | ?
COCCNC(=O)C(c1ccccc1)N(Cc1cccs1)C(=O)Cn1nnc2ccccc21 (configuration not stated) | -4% | -3% | -1% | -4% | 0% | 5% | -8% | 2%

Further entries:
Molecule | Tau FP inhib | RECQ1 helicase | Tau ThT inhib | TRb-SRC2 inh | L3MBTL1 inh | TexasRed fluor | HTT ATP protect | Tau fluor counter
COc1ccc(Br)cc1CNC(=O)c1cc(=O)[nH]c2ccc(S(=O)(=O)N3CCCCC3C)cc12 (configuration not stated) | ? | / | 5% | 6% | / | -3% | / | ?
CCC1CCCCN1C(=O)COC(=O)c1n[nH]c2ccccc12 (configuration not stated) | 9% | i | -10% | -9% | / | -3% | 9% | -9%
COc1ccc(C2CC(=O)N(c3ccccc3)C3=C2C(=O)CCC3)cc1 (configuration not stated) | -2% | 12% | -4% | 2% | 3% | -1% | -16%[10 µM] | -3%
O=C(c1ccccc1)c1nn(-c2ccccc2)c2nnc(Cc3ccccc3)c(=O)n12 | 2% | -7% | -9% | -18% | -16% | -6% | 6%[10 µM] | -13%
CCC(=O)N1CCc2cc(S(=O)(=O)NC(Cc3ccccc3)C(=O)NC3CCCC3)ccc21 (configuration not stated) | 1% | -2% | -13% | 1% | -1% | -4% | -12% | -13%
CCc1nc(N2CCCC(C)C2)c2oc3ccccc3c2n1 (configuration not stated) | -11% | i | ? | -19% | 71%[activator] | -1% | -9%[0.074 µM] | -3%
Brc1cccc(CNc2nc3ccccc3n2CCN2CCCCC2)c1 | 6% | -10% | -11% | 4% | ? | 0% | 6%[10 µM] | -25%
Cc1nc(-c2cccc(F)c2)sc1CCNC(=O)c1ccc(F)c(F)c1 | -15% | / | -8% | 6% | / | -4% | / | -26%
Cc1cc(C)nc(SCC(=O)Nc2ncc3c(n2)CC(C)(C)CC3=O)n1 | 5% | i | -3% | -3% | -1% | -4% | -7%[0.074 µM] | -3%
Cc1sc(NC(=O)/C=C/c2ccc3c(c2)OCO3)nc1-c1ccccc1 | -13% | -14% | ? | -18% | 1% | 2% | -10%[10 µM] | -29%
Cc1ccc(Cl)c(OCC(=O)Nc2ccc3c(c2)OCCO3)c1 | 1% | -12% | ? | 0% | -2% | -4% | 8%[10 µM] | -16%
CC(=O)c1ccc(NC(=O)c2cc3sccc3n2Cc2ccc(Cl)cc2)cc1 | 10µM* | / | -15% | 4% | / | 0% | / | ?

An excerpt from above, showing only Tau ThT inhib and TRb-SRC2 inh:
| canonical_smiles | Tau ThT inhib | TRb-SRC2 inh |
| --- | --- | --- |
| COCCNC(=O)C(c1ccccc1)N(Cc1cccs1)C(=O)Cn1nnc2ccccc21 (configuration not stated) | -1% | -4% |
| Cc1cc(-c2nnc(-c3cccc(Cl)c3)o2)no1 | -8% | 5% |
| Cc1ccc2nc3nc4ccc[nH]c4cc3c2c1 | -7%[11.5 µM] | 0%[11.2 µM] |
| COc1ccc(C)cc1NC(=O)c1cc2cc3ccc(C)cc3nc2o1 | -7% | -3% |
| COc1ccccc1CN1CCC(CNS(=O)(=O)c2cc(-c3onc(C)c3C)ccc2OC)CC1 | -3% | 5% |

(list continues)
Molecule | Tau FP inhib | RECQ1 helicase | Tau ThT inhib | TRb-SRC2 inh | L3MBTL1 inh | TexasRed fluor | HTT ATP protect | Tau fluor counter
Nc1oc2ccccc2c(=O)c1C=O | 11% | -14% | -5% | -2% | 10% | ? | 1%[1.9 µM] | -5%
Fc1ccccc1Cc1nnc2n1N=C(c1ccc(Cl)cc1)CS2 | 1% | -7% | -5% | -17% | / | -2% | 3% | -4%
COc1ccc(OC)c(CNC(=O)Nc2cn(CC(C)C)c(=O)c3ccccc23)c1 | 10% | / | 0% | -9% | / | -5% | / | -6%
O=C(Cc1cccs1)Nc1cccc(-c2nc3ccccc3[nH]2)c1 | 5% | -5% | 5% | -4% | 3% | -7% | -8%[10 µM] | -6%
Cc1ccccc1CNC(=O)C1=Cc2ccccc2OC1 | -6% | / | -3% | 7% | / | -2% | / | -12%
COC(=O)c1[nH]c2cccc(OC)c2c1NC(=O)CCN1CCN(c2ccccc2OC)CC1 | -3% | 0% | 4% | 4% | -1% | -2% | -24%[0.074 µM] | -6%
CC(C)CN(C(=O)COC(=O)c1nc(Cl)ccc1Cl)C1CCS(=O)(=O)C1 (configuration not stated) | 2% | i | -6% | -4% | -1% | 6% | -33% | -4%
Cc1ccc(Cn2ncc(Cl)c(Cl)c2=O)cc1 | -4% | -12% | -7% | 9% | 7% | 0% | 14%[10 µM] | 5%
CCOC(=O)CSc1nnc(-c2ccccc2OC)o1 | -4% | -5% | -4% | -2% | / | -2% | -7% | -3%
CCn1c(SCC(=O)NCC2CCCO2)nc2c(c1=O)SC(C)C2 (configuration not stated) | 10% | -2% | -4% | 3% | 2% | 2% | -4%[10 µM] | -4%
CC(C)(C)c1ccc(OCCOCCn2cnc3ccccc3c2=O)cc1 | 0% | i | 6% | 8% | -12% | -1% | -62% | 5%
CC(C)n1cc(/C=C2/SC(=O)N(CC(=O)Nc3ccc4c(c3)OCO4)C2=O)c2ccccc21 | -8% | -6% | 3% | -6% | -3% | -3% | -9% | ?

3 compounds picked at random from the list so far, as already listed:
Molecule | Tau FP inhib | RECQ1 helicase | Tau ThT inhib | TRb-SRC2 inh | L3MBTL1 inh | TexasRed fluor | HTT ATP protect | Tau fluor counter
CCc1nc(N2CCCC(C)C2)c2oc3ccccc3c2n1 (configuration not stated) | -11% | i | ? | -19% | 71%[activator] | -1% | -9%[0.074 µM] | -3%
CC(C)c1nccn1S(=O)(=O)c1cc(Cl)ccc1Cl | 2% | i | 3% | -1% | 9% | -3% | 5%[1.9 µM] | 8%
CC(C)(C)c1ccc(OCCOCCn2cnc3ccccc3c2=O)cc1 | 0% | i | 6% | 8% | -12% | -1% | -62% | 5%

(listing goes on)
Molecule | Tau FP inhib | RECQ1 helicase | Tau ThT inhib | TRb-SRC2 inh | L3MBTL1 inh | TexasRed fluor | HTT ATP protect | Tau fluor counter
c1ccc(CCN2CN=C(Nc3nc4ccccc4o3)NC2)cc1 | -5% | -2% | -12% | 8% | / | 0% | -22%[0.074 µM] | -21%
O=C1c2ccccc2NC(c2cccnc2)N1c1ccccc1F (configuration not stated) | -1% | i | -2% | 2% | 0% | -1% | / | -3%
COc1cccc(NC(=S)N(Cc2ccc(Cl)cc2)Cc2ccc(C(=O)O)cc2)c1 | -10% | -3% | -14% | -4% | / | -1% | -50%[inhibitor] | -23%
CCNS(=O)(=O)c1ccc(NC(=O)CSc2nc(-c3ccco3)cc(C(F)(F)F)n2)cc1 | ? | / | -1% | 4% | / | -8% | / | ?

Rewritten field by field: entries from further up
CCn1c(SCC(=O)NCC2CCCO2)nc2c(c1=O)SC(C)C2 (configuration not stated)
  Tau FP inhib: 10%; RECQ1 helicase: -2%; Tau ThT inhib: -4%; TRb-SRC2 inh: 3%; L3MBTL1 inh: 2%; TexasRed fluor: 2%; HTT ATP protect: -4%[10 µM]; Tau fluor counter: -4%
CC(C)(C)c1ccc(OCCOCCn2cnc3ccccc3c2=O)cc1
  Tau FP inhib: 0%; RECQ1 helicase: i; Tau ThT inhib: 6%; TRb-SRC2 inh: 8%; L3MBTL1 inh: -12%; TexasRed fluor: -1%; HTT ATP protect: -62%; Tau fluor counter: 5%

Screening results deposited in PubChem BioAssay by National Center for Advancing Translational Sciences (NCATS).
